Source: PubChem (National Center for Advancing Translational Sciences (NCATS))
Integrin act MD – qHTS for Activators of Integrin-Mediated Alleviation for Muscular Dystrophy | alpha7betagal myoblasts, beta-gal FDG fluorescence, 48 h | Potency, µM (doses to about 38.3 µM), for the others: top-dose activation, usual class: activators | 350,000 tested, 0.064% active | AID 624291, 2012;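 also: potency is read from the fitted curve at half-maximal effect; 100% = response of the positive control SU9516; nearly all actives have a fitted effect of over 60% in size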
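alpha7betagal+/- myoblasts (passage 13, 250/well) treated 48 h at 37C with compounds at 1:260 dilution of DMSO stock. Lysed, then beta-galactosidase activity read as FDG fluorescence (ex 480/em 540) after 30 min, with pre-read for autofluorescence.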
TSG101-PTAP inh – qHTS Assay for Iinhibitors of HIV-1 Budding by Blocking the Interaction of PTAP/TSG101. Tumor susceptibility gene 101 protein (Homo sapiens), Q99816. Fluorescence polarization, FITC-PTAP peptide / Tsg101 binding. Potency, µM (titrated, usually from 115 µM), without a hit: at the highest dose activity change, negative = inhibition, most hits filed as inhibitors. 340,000 tested, under 10 active. AID 493005, 2010; active = well fitted inhibition curve with a large enough effect in the main read-out, with a control signal flat, not every such curve was filed as active; inconclusive = small, poorly fitted or top-dose-only effect, or effect the other way, or a change in a side signal; inactive = no such curve, though single readings can be large or run the other way; also: potency is read from the fitted curve at half-maximal effect; % of control where 0% means no effect
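Compounds were pin-transferred onto Tsg101 binding domain (10 uM final) in HEPES pH 7.5 buffer, then FITC-PTAP peptide was added at 50 nM final. After 20 min at RT, polarization reported peptide displacement across a qHTS concentration series.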
p53 reactivation – qHTS assay for re-activators of p53 using a Luc reporter; H1299 p53-A138V BP100-luciferase reporter, luminescence, 24 h; Potency, µM (highest dose often 92.2 µM), for the others: at the top dose activity change, positive = activation, hits mostly activators; 320,000 tested, 0.063% active; also: potency is read from the fitted curve at half-maximal effect; % of control where 0% means no effect; nearly all actives have a fitted effect of over 45% in size
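H1299 (p53-null), stable ts p53-A138V + BP100-Luc; 1000 cells/well, Opti-MEM/10% FBS; cpd 4 pt, 1:5; 24 h, 37 deg C, 5% CO2; detection reagent 10 min RT; luminescence.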
ELG1 DNA repair – qHTS screen for small molecules that inhibit ELG1-dependent DNA repair in human embryonic kidney (HEK293T) cells expressing luciferase-tagged ELG1; Potency, µM (doses to about 46.1 µM), for inactives: top-dose activity change, negative = inhibition, most hits filed as inhibitors; 330,000 tested, 2.3% active; HEK293T ELG1-luciferase reporter, luminescence, 16 h; DNA damage induced by 5-fluorouridine; also: potency is read from the fitted curve at half-maximal effect; % is scaled to controls: 0 for no effect and ±100 for the full control effect; nearly all actives have a fitted effect of over 55% in size
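Reporter activity after DNA damage by 5-fluorouridine is monitored. Compound-treated cells incubate 16 hr at 37 °C, then ONE-Glo is added for 30 min before luminescence reading.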
TRPV1 ag – HTS Assay for Compounds that Act as Agonists of the Vanilloid Receptor 1; Transient receptor potential cation channel subfamily V member 1 (Homo sapiens), Q8NER1; TRPV1-expressing cells, Fluo-8 calcium influx, agonist mode; activation, % at 8.33 µM; 320,000 tested, 0.19% active; AID 540275, 2011; in the data active = activation above about 80%; inconclusive = between about 30% and that limit; also: 0% is about no effect
Target sequence (Q8NER1 whole entry, looked up): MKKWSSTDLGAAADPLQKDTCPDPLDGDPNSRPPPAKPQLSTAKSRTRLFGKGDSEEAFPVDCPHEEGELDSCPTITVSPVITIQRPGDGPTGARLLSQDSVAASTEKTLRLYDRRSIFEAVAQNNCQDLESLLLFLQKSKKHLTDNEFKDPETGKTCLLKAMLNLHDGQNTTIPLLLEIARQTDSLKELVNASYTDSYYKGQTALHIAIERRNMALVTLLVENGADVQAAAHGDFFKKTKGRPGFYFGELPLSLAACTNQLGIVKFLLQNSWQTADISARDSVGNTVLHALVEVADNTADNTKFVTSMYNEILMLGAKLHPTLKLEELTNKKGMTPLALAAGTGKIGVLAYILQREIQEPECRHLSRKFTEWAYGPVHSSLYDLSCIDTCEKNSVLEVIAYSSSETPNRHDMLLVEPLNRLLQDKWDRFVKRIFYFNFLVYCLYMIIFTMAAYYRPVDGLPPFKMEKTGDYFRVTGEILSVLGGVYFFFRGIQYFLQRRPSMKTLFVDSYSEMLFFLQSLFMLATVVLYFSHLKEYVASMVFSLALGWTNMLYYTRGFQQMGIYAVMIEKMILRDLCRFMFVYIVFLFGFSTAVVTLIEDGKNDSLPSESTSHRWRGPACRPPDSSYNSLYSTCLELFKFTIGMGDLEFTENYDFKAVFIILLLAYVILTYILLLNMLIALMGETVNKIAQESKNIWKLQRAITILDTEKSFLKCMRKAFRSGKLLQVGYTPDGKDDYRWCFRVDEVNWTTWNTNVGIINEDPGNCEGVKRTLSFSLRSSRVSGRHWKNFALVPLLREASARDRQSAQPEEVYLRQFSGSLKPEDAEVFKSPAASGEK
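Fluo-8 calcium influx in TRPV1-expressing cells, kinetic read (ex 480/em 520 nm). Compound added and read 3 min for agonist activity, followed by capsaicin at EC20 final and 2 min further read for enhancement.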
BRCA1 expr up – qHTS Assay to Identify Small Molecule Activators of BRCA1 Expression; MCF7-BRCA1-FFLuc reporter, luminescence, 48 h; response scale: scaled: vehicle 0%, 10 µM genistein 100%; Potency, µM (top dose mostly 46.1 µM), for the others: top-dose activation, hits mostly activators; 380,000 tested, 1.1% active; AID 624202, 2012; also: potency is read from the fitted curve at half-maximal effect; nearly all actives have a fitted effect of over 80% in size; some results filed as inactive show a strong effect at the top dose
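Using MCF7 cells harboring a BRCA1 firefly luciferase reporter, plated 2 h before compound pinning, the screen measured luminescence after 48 h incubation. Responses were normalized to DMSO and 10 microM genistein, then fitted for concentration-effect.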
MLL CXXC-DNA inh – qHTS Fluorescence Polarization Assay for Inhibitors of MLL CXXC domain - DNA interaction | Histone-lysine N-methyltransferase 2A (Homo sapiens), Q03164 | MLL-CXXC / FITC-HOXA9 DNA fluorescence polarization | Potency, µM (series often up to 115 µM), without a hit: at the top dose activity change, negative = inhibition, usual class: inhibitors | 290,000 tested, 0.037% active | AID 2662, 2010; active = well fitted inhibition curve with a large enough effect in the polarisation, with a control signal flat, not every such curve was filed as active; inconclusive = small, poorly fitted or top-dose-only effect, or effect the other way, or a change in a side signal; inactive = no such curve, though single readings can be large or run the other way; the % refers to the polarisation; also: potency is read from the fitted curve at half-maximal effect
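Steps: dispense CXXC domain solution (7 uM) → pin compounds or unlabeled HOX-A9 DNA control → 5 min ambient → add FLSN-HOX-A9 solution (50 nM) → spin → 30 min ambient → fluorescence polarization. Tris pH 7.5/NaCl/DTT/BSA buffer.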
B2AR arrestin – qHTS assay of beta-arrestin-biased ligands of beta2-adrenergic receptor | beta-arrestin recruitment to beta2AR, cell-based reporter | 330,000 tested, 0.02% active | Beta-2 adrenergic receptor (Homo sapiens), P07550 | Potency, µM (top dose mostly 46.1 µM), without a hit: at the highest dose activation, most hits filed as activators;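 also: potency is read from the fitted curve at half-maximal effect; 0% = DMSO controls and full agonism = EC100 isoproterenol or metaproterenol; nearly all actives have a fitted effect of over 65% in size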
A-T KAP1 phos – qHTS Assay for Identifying a Potential Treatment of Ataxia-Telangiectasia; […] A-T fibroblasts, KAP-1 phosphorylation AlphaLISA; neocarzinostatin DNA damage 30 min before lysis; Potency, µM (series often up to 57.5 µM), without a hit: at the top dose activation, usual class: activators; 320,000 tested, 0.19% active; AID 485349, 2010; also: potency is read from the fitted curve at half-maximal effect; % of control where 0% means no effect; nearly all actives have a fitted effect of over 45% in size
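ATM-like activity read as KAP-1 phosphorylation via AlphaLISA donor/acceptor antibody pairs after lysis and 6 hr at 25C. Cells were ATM-null patient fibroblasts ([…], hTERT), dosed 60 min, then exposed to the DSB inducer NCS for 30 min.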
TCR activator – Activators of T cell receptors: qHTS campaign | primary human leukocytes, anti-CD3, IL-2 HTRF, 48 h | Potency, µM (series often up to 9.22 µM), for inactives: top-dose activation of IL-2 secretion, usual class: activators | 330,000 tested, under 10 active | AID 504894, 2011; also: % of control where 0% means no effect
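48 hr co-incubation of compounds, a-CD3 beads and primary human leukocytes; IL-2 quantified homogeneously by HTRF with anti-IL-2 K and d2 conjugates.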
Starred values were filed as active, the others as inactive; ? = inconclusive; nt = no result given; [ ] = another dose, or the depositor's remark. Unless noted, calls follow the shape of the dose curve; as a rule, active = well fitted curve in the direction sought with a large enough effect; inconclusive = small, poorly fitted or top-dose-only effect, or another doubt; inactive = no such curve, though single readings can be large; an effect the other way counts as inactive or inconclusive.

Every second line gives: Integrin act MD	TSG101-PTAP inh	p53 reactivation	ELG1 DNA repair	TRPV1 ag	BRCA1 expr up	MLL CXXC-DNA inh	B2AR arrestin	A-T KAP1 phos	TCR activator
C=CCn1c(SCC(C)=O)nnc1-c1ccc2ncccc2c1
→ 17%	1%	2%	18%	3	-21%	36%[activator]	-0.5%	16%	-3%
O=C1NCC(c2ccccc2)C1C(=O)N/N=C\c1ccc(-c2ccc(Cl)c(Cl)c2)o1 (configuration not stated)
→ -38%	-2%	-1%	?	4	-79%	25%	-0.2%	-3%	11%
CCOc1ccc(NC(=O)CN2C(=O)COc3ccc(S(=O)(=O)N4CCCCC4)cc32)cc1
→ -35%	-5%	-6%	-3%	16	-15%	-4%	0.3%	5%	-10%
COc1ccccc1CCNS(=O)(=O)c1cc2c3c(c1)CCN3C(=O)CC2
→ 10%	0%	5%	?	-4	-21%	nt	-0.1%	5%	nt
COCCOC1CCN(C(=O)c2ccc(OC)c(OC3CCN(C(C)C)CC3)c2)CC1
→ -13%	-9%	7%	?	2	3%	-1%	0.3%	-7%	2%
CCn1cc(S(=O)(=O)CC(=O)Nc2ccc3c(c2)OCO3)c2ccccc21
→ 26%	-1%	2%	-3%	-2	-5%	20%	-0.3%	-54%[inhibitor]	-7%
COc1ccc(-c2cc3ccccc3n2CC(O)CN2CCOCC2)cc1 (configuration not stated)
→ -16%	-8%	-1%	-2%	2	-14%	-3%	0.4%	12%	2%
CC1CCCC(C)N1C(=O)c1cc(-c2cccs2)on1 (configuration not stated)
→ 2%	nt	?	?	14	16µM*	5%	-0.1%	2%	0%[46.1 µM]
CCc1nc(SCC(=O)Nc2c(C)nn(C)c2C)c2cnn(-c3ccccc3)c2n1
→ nt	nt	-5%	2%	-1	nt	-3%	-0.3%	1%	nt
CCCCN(C(=O)c1ccc(-c2ccc(Cl)cc2)o1)c1c(N)n(CCCC)c(=O)[nH]c1=O
→ -48%[inhibitor]	-1%	2%	-1%	3	-65%	nt	-0.2%	0%	nt
CCN(CC)S(=O)(=O)c1ccc(N2CCCC2)c(NC(=O)C2CSC3(C)CCC(=O)N23)c1 (configuration not stated)
→ 3%	-3%	-4%	-17%	4	-22%	nt	0.1%	6%	2%
CCCN1CCC(=O)N(CCSc2ccc(C)cc2)CC1
→ -11%	nt	?	?	7	69%	-17%	-0.7%	-9%	-1%
C=CCN(c1ccc(OC)cc1)S(=O)(=O)c1ccc(Cl)c(C(=O)OCC(=O)NC2CC2)c1
→ 3%	-3%	-1%	-1%	1	0%	-6%	0.0%	3%	-7%
COc1cccc(C(=O)CN2C3=NCCCN3c3ccccc32)c1
→ -16%	0%	-3%	-29%	2	-37%	8%	-0.3%	2%	0%
CCOC(=O)CNS(=O)(=O)c1cc(-c2nn(C)c(=O)c3ccccc23)ccc1C
→ -1%	-8%	-5%	-3%	nt	-13%	-7%	-0.1%	3%	-2%
CCCCNC(=O)C(c1ccc(OCC(=O)OC)c(C(=O)OC)c1)N(CCc1ccccc1)C(=O)CCCCCN1C(=O)NC(c2ccc(-c3ccccc3)cc2)C(C(=O)OCc2ccccc2)=C1C (configuration not stated)
→ nt	nt	-15%	-20%	1	nt	0%	-0.7%	19%	nt
CCC(C)(C)n1nnnc1C(c1ccc(O)c(OC)c1)N1CCN(c2nc3ccccc3s2)CC1 (configuration not stated)
→ -49%[inhibitor]	-2%	17%	-13%	6	-5%	7%	-0.2%	2%	-3%
CSc1nc2c(C)c(C)c(C)c(C)c2[nH]1
→ 28%	-2%	-1%	9%	-7	-39%	8%	-0.2%	-3%	4%
CCOC(=O)c1ccc(NS(=O)(=O)c2cc(C)ccc2OC)cc1
→ -15%	-6%	nt	nt	8	-35%	-9%	nt	nt	-4%
O=C(c1cc(-c2ccc(Cl)s2)nc2ccccc12)N1CCOCC1
→ -9%	-9%	-6%	-3%	0	0%	nt	0.0%	-7%	11%
CCN(CC)CCNC(=O)c1ccc(NC(=O)c2c(C)nn(-c3ccc(F)cc3)c2Cl)cc1
→ -23%	-7%	-6%	-7%	1	-24%	-2%	-0.3%	-3%	-10%
COCC(C)NC(=O)c1cc(-c2ccc(OC)c(OC)c2)on1 (configuration not stated)
→ 0%	-2%	2%	?	0	39%	-10%	-0.7%	3%	-4%
COc1cccc(N2CCN(CC(=O)Nc3nc4c(s3)CC(C)CC4)CC2)c1 (configuration not stated)
→ -23%	nt	-8%	?	16	-59%	-3%	0.3%	-5%	nt
[O-]/[N+](=C\c1cccc(Br)c1)c1ccccc1
→ 3%	1%	-1%	-2%	-10	-3%	4%	0.2%	6%	4%
CCN1CCN(c2cc(C)c3cc(NC(=S)N4CCN(c5ccccc5)CC4)ccc3n2)CC1
→ -67%[inhibitor]	0%	0%	?	-1	-23%	7%	-0.1%	0%	-1%
Cc1ccc(N(C)S(=O)(=O)c2ccc(-c3ccc(=O)[nH]n3)s2)cc1C
→ 30%	0%	1%	28%	6	1%	12%	-0.1%	-3%	2%
CCOCC(=O)Nc1ccc(C(=O)Nc2ccccc2Cl)cc1
→ nt	nt	2%	?	3	nt	13%	0.1%	-5%	nt
COCCN1Cc2cccc(C(=O)NC3CCCCCC3)c2C1=O
→ -12%	-3%	-5%	-4%	6	-21%	11%	-1.3%	-1%	-7%
Cc1ccc[n+](C(C)C(=O)c2ccc(Cl)cc2)c1 (configuration not stated)
→ -20%	-4%	nt	-4%	2	0%	0%	-0.1%	-2%	0%
O=C(Nc1ccc([N+](=O)[O-])cc1)Nc1ccon1
→ -18%	-11%	-31%[inhibitor]	3%	2	-30%	1%	0.0%	-10%	8%

One compound at a time, from the list above. Order of values: Integrin act MD, TSG101-PTAP inh, p53 reactivation, ELG1 DNA repair, TRPV1 ag, BRCA1 expr up, MLL CXXC-DNA inh, B2AR arrestin, A-T KAP1 phos, TCR activator
[O-]/[N+](=C\c1cccc(Br)c1)c1ccccc1 as listed: 3%, 1%, -1%, -2%, -10, -3%, 4%, 0.2%, 6%, 4%
CCC(C)(C)n1nnnc1C(c1ccc(O)c(OC)c1)N1CCN(c2nc3ccccc3s2)CC1 (configuration not stated) as listed: -49%[inhibitor], -2%, 17%, -13%, 6, -5%, 7%, -0.2%, 2%, -3%

Next section.
Every second line gives: Integrin act MD	TSG101-PTAP inh	p53 reactivation	ELG1 DNA repair	TRPV1 ag	BRCA1 expr up	MLL CXXC-DNA inh	B2AR arrestin	A-T KAP1 phos	TCR activator
CC(=O)Nc1ccc(S(=O)(=O)N(Cc2ccccc2)c2ccccc2)cc1
→ 16%	-5%	-9%	-6%	-1	-12%	1%	0.0%	7%	2%
Cc1nc(N)nc(N)c1-c1ccc(Cl)c(Cl)c1
→ -2%	1%	nt	nt	nt	-68%	nt	nt	nt	-4%
COc1cccc(C(=O)Nc2ccc(NC(=O)c3cc4ccccc4o3)c(OC)c2)c1
→ -23%	0%	9%	-22%	-2	0%	0%	-0.5%	-13%	2%
COC(=O)c1cccc([N+](=O)[O-])c1CN1CCCC(C(N)=O)C1 (configuration not stated)
→ -13%	-1%	0%	1%	-1	-4%	2%	-0.3%	3%	0%
CC(Nc1ccc(F)cc1)=[N+](C)CCNS(=O)(=O)c1ccc(Cl)cc1
→ 6%	-7%	6%	-1%	4	-9%	1%	-0.7%	3%	3%
O=C(CCc1n[nH]c(=O)[nH]c1=O)N/N=C/c1ccc(Br)o1
→ 21%	-2%	-2%	-5%	3	0%	2%	-0.2%	0%	3%
CC(NCC(O)COc1ccc(S(=O)(=O)N2CCOCC2)cc1)c1ccccc1 (configuration not stated)
→ -7%	0%	-1%	-3%	-2	-12%	-1%	0.2%	0%	-5%
CCN(CC)c1ccc(CNc2nc3ccccc3n2C(C)C)cc1
→ 18%	-7%	-3%	-2%	7	-7%	7%	0.4%	-14%	11%
O=C(NC1CCCCC1)Nn1c(-c2ccccc2)nc2ccccc2c1=O
→ 17%	0%	-6%	-9%	21	0%	5%	0.3%	-1%	5%[46.1 µM]
O=C1C=C(NC2CCCC2)CC(c2ccccc2)C1 (configuration not stated)
→ -1%	5%	2%	-6%	13	-12%	7%	3.5µM*	7%	-12%
CCOc1ccc(C(c2c(O)nc(SC)n(C)c2=O)c2c(O)nc(SC)n(C)c2=O)cc1
→ -25%	1%	-3%	15%	0	1%	-16%	0.3%	-10%	-1%
Cc1ccc(C(=O)NNC(=O)Cn2nnc3ccccc32)cc1
→ 9%	-4%	nt	?	1	74%	5%	-0.5%	nt	-1%
